High-throughput results from PubChem.
Bim-Bcl-B: human Bim-Bcl-B interaction inhibition | bead-based flow cytometry, Bim peptide-Bcl-B binding | inhibition, % at 10 µM | 0.073% of 190,000 active | AID 951;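 note: 0% = tracer peptide without compound and 100% = reference inhibitor peptide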
Target sequence (Q9HD36 whole entry, looked up): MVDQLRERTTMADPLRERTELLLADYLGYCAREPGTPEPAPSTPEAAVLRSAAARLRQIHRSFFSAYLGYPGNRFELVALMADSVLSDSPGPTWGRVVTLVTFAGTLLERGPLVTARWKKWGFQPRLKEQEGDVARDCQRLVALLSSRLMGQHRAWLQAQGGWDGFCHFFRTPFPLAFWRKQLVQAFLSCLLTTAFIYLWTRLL
ABCB1 inh: human ABCB1 inhibition, ABCG2 as counter-screen; P08183; CCRF-Adr cells, JC-1 efflux, flow cytometry; inhibition, % at 6.6 µM; 0.067% of 190,000 active; in the data active = inhibition above about 40%;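 note: 0% = vehicle and 100% = reference inhibitor; higher value means more JC-1 retained so stronger ABCB1 efflux block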
Bim-Bcl-XL: human Bim-Bcl-XL interaction inhibition; inhibition, % at 10 µM; 0.04% of 190,000 active; Bim peptide-Bcl-XL binding, bead flow cytometry, fluorescence; Q07817
ABCG2 inh: inhibitors of human ABCG2 transporter, ABCB1 counter-screen | 0.1% of 190,000 active | inhibition, % at 6.6 µM | AID 1325 | IgMXP3 cells, JC-1 efflux, flow cytometry | Q9UNQ0;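 active = inhibition above 80%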;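 note: 0% = DMSO and 100% = nicardipine control wells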
Target sequence (Q9UNQ0 whole entry, looked up): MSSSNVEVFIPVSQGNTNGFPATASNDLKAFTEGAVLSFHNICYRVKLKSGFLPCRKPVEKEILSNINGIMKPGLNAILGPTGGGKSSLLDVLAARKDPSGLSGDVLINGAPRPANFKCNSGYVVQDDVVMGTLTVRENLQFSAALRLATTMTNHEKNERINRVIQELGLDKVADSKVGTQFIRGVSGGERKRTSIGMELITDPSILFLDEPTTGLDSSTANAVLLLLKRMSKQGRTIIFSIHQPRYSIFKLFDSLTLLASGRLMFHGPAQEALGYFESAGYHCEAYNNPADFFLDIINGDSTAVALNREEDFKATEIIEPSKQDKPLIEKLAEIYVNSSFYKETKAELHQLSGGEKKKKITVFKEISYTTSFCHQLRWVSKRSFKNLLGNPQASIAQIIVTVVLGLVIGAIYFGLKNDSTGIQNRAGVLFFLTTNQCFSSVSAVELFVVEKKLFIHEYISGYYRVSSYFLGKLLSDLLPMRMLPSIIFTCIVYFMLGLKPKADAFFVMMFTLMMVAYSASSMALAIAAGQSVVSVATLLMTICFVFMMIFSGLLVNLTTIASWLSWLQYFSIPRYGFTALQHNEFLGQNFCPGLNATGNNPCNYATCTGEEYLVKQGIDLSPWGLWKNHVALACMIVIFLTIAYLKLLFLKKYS
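test system = two drug-resistant human cell lines, ABCG2 and ABCB1 | amount = 3 million cells/mL final, two lines in 1:1 ratio | reagent = JC-1 transporter substrate | doses = one concentration, 6.6 µM final | incubation = 10 min at 25 °C | signal = flow cytometric JC-1 green MFI at 530 nm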
RGS4-Gao reg: human RGS4-Galphao interaction regulation. Multiplexed bead flow cytometry, RGS4-Galphao binding; actives lie on both sides. binding response (% of control), % at 10 µM. 0.33% of 220,000 active. AID 1415; in the data active = binding response below about 49% or above about 150%; inactive = in between;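 note: fluorescent Galphao activated with aluminum fluoride binding bead-coupled RGS4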
RGS8-Gao: modulates binding of RGS8 to human Galphao; P09471; multiplexed bead flow cytometry; actives lie on both sides; response (percent of control binding), % at 10 µM; 0.34% of 220,000 active; in the data active = response below about 60% or above about 140%; inactive = in between;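 note: Galphao activated as the GDP aluminium fluoride complex binding bead-coupled RGS8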
Bfl-1 Bim block: inhibitors of Bim-Bfl-1 interaction, human; Q16548; Bead-based flow cytometry, Bim-Bfl-1 binding inhibition; inhibition, % at 10 µM; 0.12% of 190,000 active; AID 1008;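 note: 0% = wells without compound plus tracer and 100% = blocker peptide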
RGS7-Gao: human RGS7-Galphao interaction regulation. P09471. Multiplexed bead flow cytometry, RGS7-Galphao binding; actives lie on both sides. binding response (% of control), % at 10 µM. 0.35% of 220,000 active. AID 1439; in the data active = binding response below about 49% or above about 150%; inconclusive = no clear call, values can overlap the other calls; inactive = in between;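 note: fluorescent Galphao held in activated GDP-AlF4 state binding bead-coupled RGS7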
GSH fluor: GSH bead compound fluorescence profile; GSH beads flow cytometry, compound fluorescence 488/530 nm; active compounds read high; fluorescence (KMESF) at 10 µM; 0.25% of 190,000 active; AID 1776; in the data active = fluorescence above about 89;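 note: glutathione beads carrying GST-tagged Bcl family fusion proteins plus one bare bead set; values are compound well signal with DMSO vehicle wells as background; inactives centre near 16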
Bim-Bcl-W: human Bim-Bcl-W interaction inhibition; Q92843; bead-based flow cytometry, Bim peptide-Bcl-W binding; inhibition, % at 10 µM; 0.02% of 190,000 active; AID 952;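 note: 0% = bound tracer without compound and 100% = peptide blocker; higher means less fluorescent Bim peptide bound to Bcl-W beads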
Target sequence (Q92843 whole entry, looked up): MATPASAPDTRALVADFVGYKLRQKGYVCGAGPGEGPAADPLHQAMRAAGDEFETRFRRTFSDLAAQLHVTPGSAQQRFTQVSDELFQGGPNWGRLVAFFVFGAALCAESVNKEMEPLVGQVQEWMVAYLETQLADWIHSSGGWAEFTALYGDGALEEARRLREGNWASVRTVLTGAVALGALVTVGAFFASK
Bim-Bcl-2: human Bim-Bcl-2 interaction inhibition | Bead-based flow cytometry, Bim peptide-Bcl-2 binding | inhibition, % at 10 µM | 0.06% of 190,000 active | AID 950; in the data active = inhibition above about 40%; inconclusive = no clear call, values can overlap the other calls;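 note: 0% = no compound wells with probe peptide and 100% = reference peptide inhibitor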
The depositor's hits bear a star; ? = inconclusive. Cut-off read from the data, not from the text of the source, unless noted: active = inhibition above about 40%.

SMILES	Bim-Bcl-B	ABCB1 inh	Bim-Bcl-XL	ABCG2 inh	RGS4-Gao reg	RGS8-Gao	Bfl-1 Bim block	RGS7-Gao	GSH fluor	Bim-Bcl-W	Bim-Bcl-2
CCOC(=O)Cc1csc(NC(=O)c2ccc(S(=O)(=O)N3CCOCC3)cc2)n1	-3	0.2	-1	1	102	99	-6	100	17	-3	-2
O=[N+]([O-])c1ccc(S(=O)(=O)CC(CN2CCCCC2)N2CCCCC2)cc1 (stereo not given)	-7	-0.9	-3	-3	101	100	14	?	15	-6	0
COC(=O)c1ccc(C(C(=O)NCc2ccccc2)N(Cc2ccco2)C(=O)c2cnccn2)cc1 (stereo not given)	1	1.7	-2	4	99	102	0	101	11	1	4
CCc1cccc(N(CC(=O)NCc2ccc(F)cc2)C(=O)c2csnn2)c1	-2	0.1	-5	0	109	116	3	112	9	-1	-7
CN(C)CCCN1C(=O)c2oc3ccc(Cl)cc3c(=O)c2C1c1cccnc1 (stereo not given)	-6	-0.9	-5	-1	99	100	0	95	18	1	-3
Cc1cc(C(=O)OCC(=O)Nc2ccc(F)cc2F)c(C)o1	-6	0.3	-1	3	102	100	-9	102	14	3	-4
COc1ccc(C(=O)Nc2ncc3c(n2)-c2ccccc2CC3)cc1	0	0.2	-1	3	99	103	3	103	16	-2	0
COc1cc(C(=S)N2CCOCC2)cc(OC)c1OC(=O)c1cc([N+](=O)[O-])c(C)c([N+](=O)[O-])c1	-10	7.0	-10	16	99	98	-16	98	34	-1	-14
CCOc1ccc2[nH]cc(C(=O)NCCCN3CCOCC3)c(=O)c2c1	-3	-0.3	-1	0	100	101	0	99	18	1	-5
CC1(C)C(=O)Nc2ccccc2N1C(=O)CSc1nnc2c(Cl)cc(Cl)cn12	-6	0.1	-4	0	102	102	-1	100	6	-4	-5
Cc1cc(O)ccc1Nc1nc2ccccc2nc1Nc1ccc(O)cc1C	-10	0.0	-6	0	90	95	-1	98	36	5	-3
CC(C)CC(C(=O)Nc1ccccc1)N1C(=O)C2C3C=CC(C3)C2C1=O (stereo not given)	-1	0.3	-1	16	101	102	-4	98	9	-3	-1
CCOC(=O)c1oc2cc(O)c(CC)cc2c(=O)c1-c1cscn1	-1	6.1	-2	6	98	99	-4	?	23	-1	-1
O=c1cnnc(Nc2cccc(F)c2)[nH]1	-4	0.1	-4	2	102	102	-2	104	15	-1	-4
O=C(Nc1ccc(F)cc1)c1nc[nH]c1C(=O)Nc1ccccc1[N+](=O)[O-]	-11	-0.1	-9	0	93	97	-16	98	19	-8	-6
COc1cccc(CN(C(=O)Cn2nnc(-c3ccccc3F)n2)C(C(=O)NC(C)(C)C)c2ccncc2)c1 (stereo not given)	-5	-1.1	-3	-2	106	99	-2	104	16	-1	0
COc1ccc(N2C(N)=C(C#N)C(c3ccsc3)C3=C2CCCC3=O)c(OC)c1 (stereo not given)	-1	0.1	0	-1	97	92	0	100	7	0	0
COC(=O)Nc1ccc(S(=O)(=O)N2c3ccccc3CCC2C)cc1 (stereo not given)	-7	0.2	-3	9	100	100	-2	96	12	3	-3
COc1ccc(-c2nsc3c(N4CCN(C(=O)c5ccco5)CC4)ncnc23)cc1	-2	1.6	0	2	93	85	0	95	11	-6	0
O=C(NCc1cccs1)C1CCCN1S(=O)(=O)c1ccccc1F (stereo not given)	-2	0.4	-2	1	100	101	-12	101	15	0	-8
CCN(CC)c1ccc(NC(=O)CCCOc2cccc(C)c2)cc1	-7	-0.7	-1	27	101	97	4	98	14	3	4
Cc1ccc(NC(=O)c2cc(N3C(=O)C=CC3=O)ccc2N2CCOCC2)cc1	-2	0.3	-1	0	100	88	7	101	11	0	5
CCOC(=O)C/C(C)=N/NC(=O)c1cccs1	-6	0.9	-8	48	99	103	-17	102	24	1	-7
COc1ccc(-n2c(C)cc(=O)c3c2CC(C)(C)CC3=O)cc1	-1	0.4	-8	1	101	104	-2	99	15	-3	-3
Cn1cnc2cc(NC(=O)c3cccs3)ccc21	-5	0.7	-2	2	81	100	-4	80	14	-5	-1
Next records.
SMILES	Bim-Bcl-B	ABCB1 inh	Bim-Bcl-XL	ABCG2 inh	RGS4-Gao reg	RGS8-Gao	Bfl-1 Bim block	RGS7-Gao	GSH fluor	Bim-Bcl-W	Bim-Bcl-2
Cc1ccc(C(=O)OC(C)CN2CCOCC2)cc1 (stereo not given)	-5	0.3	-2	1	105	105	-7	104	15	-2	-5
CCN(C(=O)c1ccc2c(OC)n(CC)nc2c1)c1ccc(OC)cc1	-3	1.7	-1	19	101	100	-1	98	19	-1	-2
COc1ccc(Cn2ccc(=O)c(Cc3c(Cl)cccc3Cl)c2C)cc1	7	0.3	-4	4	104	113	-3	102	11	0	-4
C#CCOCCOCCOCCNc1nc(N2CCN(C(=O)Cn3cc(CCCN=C(N)N)nn3)CC2)nc(N2CCN(C(=O)[C@H](C)n3cc(CCCN=C(N)N)nn3)CC2)n1	-3	-0.2	-2	0	104	96	0	102	17	0	-1
CCOC(=O)/C(=C/C=C/c1ccccc1)NC(=O)c1ccccc1	-6	0.6	-8	19	102	107	0	99	16	-4	5
O=C(COC(=O)c1cc(S(=O)(=O)N2CCCCC2)ccc1N1CCOCC1)NCCc1ccc(F)cc1	-7	0.2	-5	-1	105	107	-13	100	16	0	-2
Cc1ccnc(NC(=O)Cn2cc([N+](=O)[O-])cn2)c1	-3	-0.1	-1	0	105	102	-3	101	14	1	0
COc1ccc(C(=O)CSc2n[nH]c(C)n2)cc1[N+](=O)[O-]	-3	0.1	-3	9	102	99	-7	?	14	-1	0
Cc1ccc(SCc2cn3c(C)csc3n2)cc1	1	0.6	0	4	102	101	-1	106	14	2	0
CCCOP(=O)(c1ccc(N(C)C)cc1)C(O)c1ccncc1 (stereo not given)	0	0.3	-1	2	94	86	0	97	10	-4	-6
CCN1/C(=C/C(=O)c2ccco2)Sc2ccccc21	-4	-0.1	0	0	99	99	9	103	18	2	1
O=C(CSc1nc2ccccc2c(=O)n1-c1ccc(SC(F)F)cc1)Nc1ccc(N2CCOCC2)cc1	-2	1.3	0	-1	101	101	-3	?	11	1	0
Cc1[nH]c2ccccc2c1C(O)c1ccncc1 (stereo not given)	-5	1.0	0	1	98	99	-2	101	12	-3	-3
O=C(CN1CCCCC1)NCCNc1ccc(C(F)(F)F)cc1[N+](=O)[O-]	-2	1.2	-1	11	100	96	2	101	8	0	4
Clc1ccc(CN2C3=NCCN3c3ccccc32)cc1	-9	1.6	-32	2	101	103	-18	100	31	-3	-9
CS(=O)(=O)C1=C(O)C(=O)N(CCCC(=O)O)C1c1ccccc1F (stereo not given)	-2	0.3	0	1	95	99	-7	94	51	0	0
CCOc1ccc(CC(=O)Nc2cccc(-c3ccc4nnc(C)n4n3)c2)cc1	-7	1.1	-5	26	103	104	-6	?	16	-4	-5
O=C(c1sccc1-n1cccc1)N1CCCC1	-7	0.0	3	0	107	103	-10	100	56	4	-6
N=C1S/C(=C\c2cn[nH]c2-c2ccc(F)cc2)C(=O)N1c1ccccc1F	-10	-1.4	-11	-6	100	103	-16	98	20	-4	-5
O=C(CN1C(=O)COc2ccccc21)N(Cc1cccnc1)Cc1ccccc1F	-9	0.7	-5	2	103	103	-13	103	8	0	-13
Cn1cccc1Cc1nnc(SCC(=O)NC2CCCC2)n1-c1ccc(F)cc1	-8	0.9	-6	2	101	99	-13	101	14	-2	-7
O=C(N/N=C/c1sc(=O)n(-c2ccccc2)c1Cl)c1ccncc1	-6	1.2	-3	11	99	91	1	95	12	-1	3
CCN(CC)CCN1C(=O)C(=O)/C(=C(/O)c2ccc(OC)c(OC)c2)C1c1ccccn1 (stereo not given)	-7	0.8	-1	4	99	100	-7	96	25	0	-9
CC(=O)NS(=O)(=O)c1ccc(NC(=S)NC(=O)Cc2ccccc2)cc1	-9	12	-5	8	102	101	-8	101	14	-8	-3
O=C(Cc1ccc(F)cc1)N1CCN=C1SCc1ccc([N+](=O)[O-])cc1	-4	1.0	-6	12	103	100	-1	105	13	-6	-6
The results go on:
SMILES	Bim-Bcl-B	ABCB1 inh	Bim-Bcl-XL	ABCG2 inh	RGS4-Gao reg	RGS8-Gao	Bfl-1 Bim block	RGS7-Gao	GSH fluor	Bim-Bcl-W	Bim-Bcl-2
COC(=O)c1cc(NC(=O)/C=C/c2ccccc2)ccc1O	-1	0.6	-2	6	100	105	-9	107	12	-2	-5
NC(=O)N1CCc2ccccc21	-6	0.1	-3	0	102	101	-9	102	15	-3	0
Cc1cc(/C=C\c2ccccc2)nc2ccccc12	-2	1.2	-2	6	100	100	-5	95	11	0	-3
Cc1ccc(-c2noc(CCCOc3ccc(Cl)cc3Cl)n2)cc1	0	0.8	0	3	103	102	-1	101	10	-3	1
O=C(c1ccc(F)cc1)c1cn(Cc2ccc(F)cc2)c2cc3c(cc2c1=O)OCCO3	-2	4.4	-3	24	107	102	-1	106	17	-4	-1
O=C(Nc1nnc(C2=COCCO2)o1)c1ccc(S(=O)(=O)N2CCCCC2)cc1	-4	-0.4	-2	0	96	102	-4	98	22	-1	0
O=C1CN(C(=O)COC(=O)C2=COCCO2)c2ccccc2N1	-8	0.4	-11	4	104	104	-11	105	31	-1	-11
Cc1ccnc(SCc2cc(=O)c(OC(=O)c3ccc(Br)o3)co2)n1	-8	0.8	-7	-1	100	102	-9	105	10	-4	-13
CC(=O)NC12CC3CC(C1)CC(C(=O)OCC(=O)c1ccc4c(c1)OCCO4)(C3)C2	-3	0.9	-2	3	102	100	-2	99	14	-1	-3
Cc1csc(SCC(=O)Nc2nc3ccccc3s2)n1	-8	0.5	-6	42	94	90	-10	89	12	0	-9
CCOC(=O)c1sc(NC(=O)CSc2nnnn2-c2ccc(C)c(C)c2)nc1C	-4	0.2	-6	2	105	106	-3	96	14	0	-4
CCC(CC)C(=O)Nc1nnc(SCC(=O)NC(C)(C)C)s1	-3	0.2	-19	0	98	103	-3	102	8	-11	-1
COC(=O)CN1C(=O)C(O)(CC(=O)c2ccc(C)o2)c2ccccc21 (stereo not given)	-5	0.1	-4	0	103	102	-11	100	29	-2	-11
CCC(CC)C(=O)c1c[nH]c(C(=O)NCCOC)c1	-3	0.1	-1	0	100	99	-3	99	11	1	0

Some values from above.
RGS8-Gao, `Cc1ccc(C(=O)OC(C)CN2CCOCC2)cc1` (stereo not given) → 105
Bim-Bcl-W, `CC(=O)NC12CC3CC(C1)CC(C(=O)OCC(=O)c1ccc4c(c1)OCCO4)(C3)C2` → -1
RGS4-Gao reg, `O=C(Nc1nnc(C2=COCCO2)o1)c1ccc(S(=O)(=O)N2CCCCC2)cc1` → 96
GSH fluor, `CS(=O)(=O)C1=C(O)C(=O)N(CCCC(=O)O)C1c1ccccc1F` (stereo not given) → 51
ABCB1 inh, `CCOc1ccc2[nH]cc(C(=O)NCCCN3CCOCC3)c(=O)c2c1` → -0.3
Bim-Bcl-XL, `Cc1cc(/C=C\c2ccccc2)nc2ccccc12` → -2

In the list so far, 2 have a tert-butyl group:
SMILES	Bim-Bcl-B	ABCB1 inh	Bim-Bcl-XL	ABCG2 inh	RGS4-Gao reg	RGS8-Gao	Bfl-1 Bim block	RGS7-Gao	GSH fluor	Bim-Bcl-W	Bim-Bcl-2
COc1cccc(CN(C(=O)Cn2nnc(-c3ccccc3F)n2)C(C(=O)NC(C)(C)C)c2ccncc2)c1 (stereo not given)	-5	-1.1	-3	-2	106	99	-2	104	16	-1	0
CCC(CC)C(=O)Nc1nnc(SCC(=O)NC(C)(C)C)s1	-3	0.2	-19	0	98	103	-3	102	8	-11	-1
